eIF4E 4G PPI = eIF4E–eIF4G protein interaction inhibitors, primary screen, biochemical, uHTS, TR-FRET, eIF4GI fragment | Eukaryotic translation initiation factor 4E (Mus musculus) + Eukaryotic translation … | TR-FRET eIF4E-eIF4GI(517-606) binding, 2 h | inhibition, % at 21.7 µM | 0.37% of 220,000 active;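 active means inhibition above about 30%, limit read from the data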;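 further: 0% = full FRET control wells and 100% = background wells lacking eIF4GI fragment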
MDM2 E3 inh = MDM2-luciferase reporter signal enhancers, primary screen, MDM2 E3 ligase inhibitor project, cell-based, luminescence, 1536-well; AID 1230, 2008; signal enhancement, % at 5 µM; 0.11% of 210,000 active; E3 ubiquitin-protein ligase Mdm2 (Homo sapiens), Q00987; cell-based MDM2 ubiquitination luciferase reporter, 2 h; 0 = plate control, 100 = twice control, blank-subtracted;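 active means signal enhancement of 30% or more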;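 further: luminescence tracks abundance of the self-degrading MDM2-luciferase fusion protein; higher signal means inhibition of MDM2 E3 ligase activity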
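Material: stable MDM2–luciferase fusion reporter cells / Quantity: 2000 cells/well / Dosing: single 5 µM compound dose, 0.2% final DMSO / Buffer or medium: DMEM / Schedule: 4 h cell settling then 2 h compound exposure, 37 °C / Detection: luminescence with SteadyLite reagent, 15 min at room temperature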
Ba/F3 V617F tox = reduced viability of JAK2V617F-dependent Ba/F3 cells, primary screen, JAK2V617F inhibitor project, cell-based, Ba/F3 EpoR-JAK2V617F, luminescence | ATP luminescence | inhibition, % at 5.6 µM | 1.1% of 220,000 active | AID 1446, 2008;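 active means inhibition above the campaign mean plus 3 SD over all tested compounds, cut at about 24% in these data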;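 further: cytokine-independent growth of Ba/F3 cells driven by EpoR plus mutant JAK2; 0% = DMSO-treated cells and 100% = JAK inhibitor I control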
BaF3 parental = parental Ba/F3 cell viability inhibition, counter-screen for JAK2V617F inhibitor project, murine pro-B, CellTiter-Glo luminescence. CellTiter-Glo ATP luminescence. inhibition, % at 5.6 µM. 1.1% of 220,000 active. AID 1486, 2009;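 active means inhibition above a per-campaign cutoff, the mean inhibition of all tested compounds plus 3 SD, cut at about 27% in these data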;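 further: 0% = DMSO wells and 100% = JAK Inhibitor I control wells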
NPY-Y2 PAM-ag = NPY-Y2 potentiators or agonists, primary screen, cell-based. Neuropeptide Y receptor type 2 (Homo sapiens), P49146. cells expressing NPY-Y2, potentiator/agonist read-out. activation, % at 3.6 µM. 0.45% of 220,000 active. AID 1359, 2008; in the data active means activation above about 27%;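 further: cells stimulated with NPY near EC25 plus isoproterenol at EC100; 0% = vehicle plus submaximal agonist and 100% = vehicle plus saturating agonist; some results beyond the cut were filed as inactive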
PERK inh = block of dimerizer-induced PERK translation repression, primary screen, PERK inhibitor project, CHO PERK-DD cells, SEAP luminescence, HTS; Eukaryotic translation initiation factor 2-alpha kinase 3 (Homo sapiens), Q9NZJ5; CHO PERK-DD fusion, SEAP luminescence translation reporter; inhibition, % at 5.6 µM; 0.17% of 220,000 active; AID 1416, 2008;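 active means inhibition above the mean inhibition of all tested compounds plus 3 SD, set separately per screening campaign, cut at about 2.9% in these data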;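 further: PERK kinase domain activated by AP20187 dimerizer at 100 nM; 0% = DMSO with dimerizer and 100% = rapamycin at 8.4 µM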
Wee1 stabilizer = Wee1 degradation inhibitors, primary screen, cell-based, HeLa, Wee1K328M-luciferase, luminescence; Wee1-like protein kinase (Homo sapiens), P30291; HeLa Luc-Wee1K328M stability; 100% = proteasome inhibitor MG132 effect; reporter increase, % at 5 µM; 1.2% of 220,000 active;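 active means activation above the mean of all tested compounds plus 3 SD, set per screening run, cut at about 8.8% in these data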;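 further: cells exposed to compound for 20 h before luminescence read; 0% = DMSO alone and 100% = MG132 at 30 µM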
S1P4 agonist = S1P4 receptor agonists, primary screen, cell-based. 0.35% of 220,000 active. activation, % at 4.98 µM. S1P4-expressing cell line, agonist reporter assay; in the data active means activation above about 11%;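 further: 0% = DMSO vehicle and 100% = reference agonist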
S1P4 antagonist = S1P4 receptor antagonists, primary screen, cell-based; S1P4-expressing cells, antagonist mode, reporter read-out; inhibition, % at 4.98 µM; 0.26% of 220,000 active; AID 1510, 2009; in the data active means inhibition above about 29%;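 further: 0% = wells stimulated with agonist and 100% = vehicle wells without agonist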
* hit, by the source's call; . = not tested or not shown; & = joins results of further samples; [ ] = remark or other dose.

smiles	eIF4E 4G PPI	MDM2 E3 inh	Ba/F3 V617F tox	BaF3 parental	NPY-Y2 PAM-ag	PERK inh	Wee1 stabilizer	S1P4 agonist	S1P4 antagonist
CC(=O)N1CCc2cc(S(=O)(=O)N3CCOCC3)ccc21	-4	-12	3	13	-5	1.1	4	2.5	-7
O=C(CSc1nc2ccccc2c(=O)n1CCCN1CCOCC1)c1c[nH]c2ccccc12	0	3	-3	4	-15	-0.9	1	0.0	12
CCCCOCCCNC(=O)N[C@H](C(=O)O)C(C)CC (some centres undefined)	1	-3	1	-5	1	0.3	4	0.0	5
NC1=NC(=Nc2ccc(S(=O)(=O)N3CCOCC3)cc2)c2ccccc21	-11	.	-2	1	-10	0.5	-4	0.4	-3
CCN(CC)S(=O)(=O)c1cccc(NC(=O)COC(=O)C2CC3C=CC2C3)c1 (centres undefined)	-9	-16	1	7	-5	0.5	2	1.3	4
Cc1c(Cl)cccc1Nc1ccccc1C(=O)O	1	-15	-4	1	-23	1.7	3	0.4	-2
O=C1CCC(C(=O)O)(c2ccccc2)C1 (centres undefined)	3	-14	1	1	6	0.5	-1	-0.6	8
CCOc1c(Br)cc(CNc2ccc(N3CCN(C(C)=O)CC3)cc2)cc1OC	-10	.	-2	4	-14	0.1	1	-0.7	-6
COc1ccc(C2CC(=O)C3=C(C2)NC(C)=C(C(=O)Nc2ccccc2C)C3c2coc3ccc(C)cc3c2=O)cc1OC (centres undefined)	-1[fluorescence artefact?]	-11	-1	7	-7	-0.4	7	-3.6	-8
Cc1ccc(S(=O)(=O)CCC(=O)NCCN2C(=O)S/C(=C\c3ccccc3)C2=O)cc1	2[fluorescence artefact?]	-14	-2	5	0	0.0	-3	-0.6	5
O=C(CN1CCN(C/C=C/c2ccccc2)CC1)Nc1ccc(F)cc1F	1	-20	0	8	-19	0.5	-3	-0.5	24
O=C(COc1cccnc1[N+](=O)[O-])NCCc1ccccc1	0	-7	2	11	3	2.1	1	-0.7	-9
COCCNC(=S)NC1CC2CCC(C1)N2Cc1ccccc1 (centres undefined)	3	1	2	5	-5	1.2	2	-0.5	2
O=C(Nc1cccnc1)c1cnn2cccnc12	-1	-14	0	4	-8	-0.1	1	0.2	-12
Clc1ccc(Nc2ccccc2)nn1	0	-6	-1	1	5	2.1	1	-0.1	-14
O=C(CC1CCCCC1)N1CCCC(c2nc(-c3ccc(S(=O)(=O)N4CCCC4)cc3)no2)C1 (centres undefined)	-2	17	3	8	-24	-0.7	2	-1.0	-5
S=c1[nH]nc(-c2cccnc2)n1-c1ccc2c(c1)OCCO2	-5	1	-4	9	-12	0.6	0	0.7	-20
CCOC(=O)N1CCN(C(=O)CCn2nc(-c3ccccc3)ccc2=O)CC1	0	-6	-1	3	8	-0.4	1	1.4	-1
CP(C)(=O)CCP(=O)(c1ccccc1)c1ccccc1	1	-8	-2	1	-2	0.3	1	2.6	-9
COc1cc2nc(CN3C(=O)c4ccccc4C3=O)oc(=O)c2cc1OC	-3	-5	-2	2	4	1.4	-2	0.3	-20
Cc1ccc(S(=O)(=O)/N=C(\CN2CCCCC2)N2CCOCC2)cc1	0	-19	1	5	6	0.2	-2	0.3	-16
Cc1ccc(C(=O)CSc2nccn2-c2ccccc2)cc1	-13	-14	2	7	-12	1.5	-1	0.6	12
CCOC(=O)c1c(NC(=O)C2CCCO2)sc(C)c1C (centres undefined)	1	-2	-1	4	-3	0.5	0	0.3	-13
O=C(c1ccc(NS(=O)(=O)c2ccc3c(c2)OCCO3)cc1)N1CCCCC1	-2	-2	0	1	16	-0.1	-1	0.9	-22
Cc1ccc(C(OC(=O)c2ccco2)C(=O)NCc2cccs2)cc1 (centres undefined)	-9[fluorescence artefact?]	-4	2	3	1	-0.2	0	0.4	13
COc1ccc(CCNC(=O)CSc2ccsc2[N+](=O)[O-])cc1OC	4	-18	-2	3	0	-0.2	2	1.6	1
Cc1ccc2nc(SCC(=O)Nc3ccc(C)c([N+](=O)[O-])c3)[nH]c2c1	3[fluorescence artefact?]	-4	-4	3	-8	0.0	2	1.6	-1
N#C/C(=N\O)c1nc(-c2ccccc2)cs1	2&2	-14&-17	-2&-2	4&9	-28&1	0.1&1.4	0&2	1.7&0.0	-4&-23
COc1ccc(Cl)cc1N(CC(=O)N1CCCCC1)S(C)(=O)=O	3	-88	2	0	-8	0.2	-2	-0.7	-11
CCCCC(=O)Nc1ccc(NC(=O)c2cc(OC)c(OC)c(OC)c2)cn1	12[fluorescence artefact?]	-3	1	6	5	-1.1	4	0.9	-6
Cc1ccc(S(=O)(=O)N2c3ccc(S(N)(=O)=O)cc3CC2C)cc1 (centres undefined)	5	-7	2	7	-12	0.1	2	0.4	-1
CCC(C)NC(=O)CC(NS(=O)(=O)c1ccc(NC(C)=O)cc1)C(C)C (centres undefined)	-1	-10	0	1	-8	-0.6	9.8*	-0.9	-5
CC(C)CN(C(=O)COC(=O)CCc1c[nH]c2ccccc12)C1CCS(=O)(=O)C1 (centres undefined)	-2	-2	-2	2	3	1.6	0	-0.1	-13
CCCCC(c1nnnn1CC1CCCO1)N1CCN(Cc2ccccc2)CC1 (centres undefined)	6	.	-3	2	-13	-0.7	-2	0.0	-6
Cc1cc(NC(=O)CN2C(=O)/C(=C/c3cccc(Br)c3)SC2=S)no1	-4	1	-5	-2	7	1.8	3	0.7	5
O=C(Cc1cccc2ccccc12)NNC(=O)Nc1cccc(Cl)c1	-3	13	-3	11	9	1.7	2	1.0	-13
CC(=O)N1CCN(S(=O)(=O)c2ccc(C)c([N+](=O)[O-])c2)C1C(C)C (centres undefined)	0	-11	-3	6	1	0.3	3	0.4	-18
COC(=O)c1c(-c2ccc(C)cc2)csc1N	-4	-3	0	6	7	0.6	2	-1.5	3
Cc1ccc(S(=O)(=O)NCCc2ccncc2)cc1C	3	-10	1	6	4	1.8	-3	-0.4	1
CCOc1ccc(-c2nnc3ccc(SC)nn23)cc1	5[fluorescence artefact?]	1	-1	0	-2	0.0	-1	2.1	-12
COc1ccc2c(c1)CCc1sc(NC(=O)c3ccc(C)cc3)nc1-2	1	-6	5	6	-16	0.0	-3	0.7	-8
N#C/C(=C\c1cn[nH]c1-c1ccccc1Br)C(=O)O	-1	14	2	6	5	0.3	13*	0.4	3
CCCC1CCC(=NNC(=S)NCCc2ccccc2)CC1 (centres undefined)	-1	-6	-6	-2	17	1.0	-1	0.7	6
CSc1nc(C)cc(SCCO)n1	3[fluorescence artefact?]	-4	-4	0	-16	0.6	2	-0.9	-18
CCc1cccc(NS(=O)(=O)c2ccc3c(c2)oc(=O)n3C)c1	2	-11	0	13	-1	1.3	-2	0.1	-3
CCOC(=O)CC1C(=O)NCCN1S(=O)(=O)c1ccc(Cl)c(Cl)c1 (centres undefined)	2[fluorescence artefact?]	-12	-4	2	-12	0.6	-1	0.3	-22
Cc1onc(-c2ccccc2)c1C(=O)Nc1ccc(Cl)cn1	5	2	-2	3	-3	-0.6	2	2.6	0
CCC(C)(C)n1nnnc1C(c1ccccn1)N1CCCCC1 (centres undefined)	-1	-3	-1	-1	11	-0.1	1	1.2	-6
Cc1ccc(-n2c(SCC(=O)O)nc3sc4c(c3c2=O)CCCC4)cc1	4	8	-4	1	-1	1.3	-3	-0.3	-4
CCOC(=O)N1CCN(C(=O)c2cccc(OC)c2OC)CC1	-7[fluorescence artefact?]	-6	1	2	-12	0.1	-1	1.8	-29
Cc1nc(NCC2CCCO2)c2nnn(Cc3ccccc3)c2n1 (centres undefined)	8	-19	-2	-1	10	-0.4	2	1.5	-9
CC(C)CC(=O)Nc1ccc(C(=O)Cn2c(=O)oc3ccccc32)cc1	6	0	2	5	-16	1.6	3	1.6	-2
Cc1ccc(CN2CCN(CC(=O)N3CCc4ccccc4C3)C2=O)cc1	0	-10	0	3	-17	0.2	-1	-2.5	21
COc1ccc(C2c3[nH]c4ccccc4c3CCN2C(=O)c2ccc(=O)n(C)n2)c(F)c1 (centres undefined)	4	-2	-3	-3	4	1.4	4	-2.5	1
CCCCC(CC)C(=O)N1CCN(C(=O)c2ccco2)CC1 (centres undefined)	-1	-5	6	7	1	-0.2	-4	0.1	7
CSc1c(C#N)c(N)nc2sc(C(=O)c3ccc(Cl)c(Cl)c3)c(N)c12	-5	-6	-2	2	-7	0.8	0	0.5	14
COCCCNC(=O)c1ccc([N+](=O)[O-])c(Cl)c1	5	-7	-3	0	1	1.1	1	-0.6	2
Cc1nc(C(=O)Nc2ccccc2)sc1C(=O)Nc1ccccc1	-3	.	1	-2	3	1.2	1	-0.8	-8
CC1=C(C(=O)N2CCOCC2)C(c2cc(C)ccc2C)NC(=S)N1 (centres undefined)	-3	-14	2	6	-8	0.0	0	-0.7	-12
Cc1cc(C)n(-c2ccc(C(=O)OCn3nnc4ccccc4c3=O)cc2)n1	1	25	0	5	-4	-1.0	4	-0.8	-3

Further compounds:
smiles	eIF4E 4G PPI	MDM2 E3 inh	Ba/F3 V617F tox	BaF3 parental	NPY-Y2 PAM-ag	PERK inh	Wee1 stabilizer	S1P4 agonist	S1P4 antagonist
COC(=O)CSc1nnc(CNS(=O)(=O)c2ccc(Br)cc2)n1C	-2	-22	2	12	3	1.2	1	-0.7	-10
O=c1c([N+](=O)[O-])c[nH]c2ccccc12	2	-11	2	0	9	0.1	-2	1.2	-16
CCOc1ccc(C(=O)NC(C(=O)NCc2ccccc2OC)C(C)C)cc1 (centres undefined)	3	-16	3	10	6	1.0	2	-0.8	-5
COc1ccccc1NC(=O)CSc1nnc(Cn2c(=O)sc3ccccc32)n1C	-1	-5	-2	0	16	0.7	0	-1.4	1
CCOC(=O)CSC1=Nc2ccccc2C2=NC(CC(=O)NCc3ccccc3)C(=O)N12 (centres undefined)	10[fluorescence artefact?]	-3	4	-2	12	-0.6	3	-1.5	-11
O=S(=O)(c1cccs1)N1CN(C2CCCC2)c2nc3ccccc3nc21	4	-8	-3	2	-8	0.0	2	-1.9	7

Part of the list above, with values under each structure:
Values run as follows: eIF4E 4G PPI, MDM2 E3 inh, Ba/F3 V617F tox, BaF3 parental, NPY-Y2 PAM-ag, PERK inh, Wee1 stabilizer, S1P4 agonist, S1P4 antagonist
> O=S(=O)(c1cccs1)N1CN(C2CCCC2)c2nc3ccccc3nc21
  4, -8, -3, 2, -8, 0.0, 2, -1.9, 7
> CCOc1ccc(C(=O)NC(C(=O)NCc2ccccc2OC)C(C)C)cc1 (centres undefined)
  3, -16, 3, 10, 6, 1.0, 2, -0.8, -5

High-throughput results: PubChem, several laboratories
